From PubChem BioAssay
POLK inh: qHTS for Inhibitors of Polymerase Kappa | DNA polymerase kappa (Homo sapiens), Q9UBT6 | purified Pol kappa, fluorescent DNA synthesis assay, 10 min | Potency, µM (doses to about 107 µM), without a hit: top-dose activity, negative = inhibition, usual class: inhibitors | 400,000 tested, 0.53% active; note: potency is the fitted concentration of half-maximal effect; % is set by controls: 0 for no effect and ±100 for the full control effect
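Here, compound and 10 nM enzyme are combined for 15 min at room temperature; adding 50 nM substrate (final) starts DNA synthesis, tracked by fluorescence at 0 and 10 min against buffer-only wells.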
Anesthetic bind: qHTS Assay for Identification of Novel General Anesthetics. Potency, µM (titrated, usually from 77.5 µM), without a hit: at the highest dose activity change, negative = displacement, actives largely listed as inhibitors. apoferritin/1-aminoanthracene competitive binding, fluorescence. AID 485281, 2010. 350,000 tested, 0.074% active. Ferritin light chain (Equus caballus), P02791; note: potency is the fitted concentration of half-maximal effect; % is set by controls: 0 for no effect and ±100 for the full control effect; nearly all actives have a fitted effect of over 20% in size
Target sequence (P02791 2-175 limits assumed): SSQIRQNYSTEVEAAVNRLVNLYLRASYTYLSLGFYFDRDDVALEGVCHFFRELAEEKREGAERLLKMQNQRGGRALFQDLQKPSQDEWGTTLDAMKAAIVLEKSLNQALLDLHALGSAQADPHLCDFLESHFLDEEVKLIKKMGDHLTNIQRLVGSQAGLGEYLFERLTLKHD
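Apoferritin-based anesthetic binding model; compound displacement of fluorescent 1-AMA measured as endpoint fluorescence after 10 minutes at room temperature, scaled to free-ligand and complex controls.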
BLM inh: qHTS Assay for Inhibitors of Bloom's syndrome helicase (BLM); recombinant BLM DNA unwinding, fluorescence dequenching; AID 2528, 2010; RecQ-like DNA helicase BLM (Homo sapiens), P54132; 350,000 tested, 0.2% active; Potency, µM (series often up to 56.1 µM), without a hit: at the highest dose activity change, negative = inhibition, actives largely listed as inhibitors;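 note: potency is the fitted concentration of half-maximal effect; plate controls were vehicle for no effect and no enzyme for full effect; nearly all actives have a fitted effect of over 35% in size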
Pol iota inh: qHTS for Inhibitors of Polymerase Iota | DNA polymerase iota (Homo sapiens), Q9UNA4 | Pol iota fluorescent replication assay, 10 min | Potency, µM (top dose mostly 115 µM), for the others: at the highest dose activity, negative = inhibition, hits mostly inhibitors | 390,000 tested, 1% active; note: potency is the fitted concentration of half-maximal effect
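Pol iota at 10 nM preincubated 15 min with compounds at room temperature; reaction started with fluorescent substrate, 50 nM final. Fluorescence read kinetically at 0 and 10 min; buffer-only wells as negative control.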
POLH inh: qHTS for Inhibitors of Polymerase Eta. AID 588591, 2011. Potency, µM (doses to about 114 µM), without a hit: at the highest dose activity change, negative = inhibition, actives largely listed as inhibitors. 390,000 tested, 1.2% active. recombinant Pol eta, fluorescent DNA replication assay. DNA polymerase eta (Homo sapiens), Q9Y253; note: potency is the fitted concentration of half-maximal effect; % is set by controls: 0 for no effect and ±100 for the full control effect
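Pol eta at 10 nM preincubated with compounds 15 min at room temperature; reaction started with fluorescent substrate (50 nM final) and read kinetically at 0 and 10 min.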
LDHA inh: qHTS assay for inhibitors of human lactate dehydrogenase. L-lactate dehydrogenase A chain (Homo sapiens), P00338. purified LDHA, NADH/diaphorase-resazurin fluorescence; active compounds read low. activity change, % (values are at about 110 or 230 µM). 480,000 tested, 0.15% active. AID 1347041, 2019; in the data active = activity change below about -30%; inconclusive = mostly about -25% to -30%;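 note: plate controls were DMSO wells for no effect and wells without enzyme for full effect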
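Human LDH5 (2 nM) was incubated with 0.06 mM NADH and 0.2 mM pyruvate for 5 min at room temperature in Tris pH 7.4. Remaining NADH was coupled through diaphorase/resazurin, and resorufin fluorescence was read at 0 and 20 min.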
POLB inh: qHTS Assay for Inhibitors of DNA Polymerase Beta; P06746; Pol beta primer extension/strand displacement, fluorescence kinetic; Potency, µM (top dose mostly 114 µM), for inactives: at the top dose activity change, negative = inhibition, most hits filed as inhibitors; 340,000 tested, 1.3% active; AID 485314, 2010; note: potency is the fitted concentration of half-maximal effect; % is set by controls: 0 for no effect and ±100 for the full control effect
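Curves were derived by four-parameter Hill fits of normalized qHTS data. The kinetic fluorescent primer-extension read was taken at 0 and 10 min after 50 nM substrate, following a 15 min room-temperature preincubation of 10 nM enzyme with compounds.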
APEX1 inh: qHTS Assay for Inhibitors of the Human Apurinic/apyrimidinic Endonuclease 1 (APE1). DNA repair nuclease/redox regulator APEX1 (Homo sapiens), P27695. recombinant APE1, TAMRA/BHQ-2 abasic DNA cleavage fluorescence. Potency, µM (series often up to 65.8 µM), inactives show top-dose activity change, negative = inhibition, hits mostly inhibitors. 350,000 tested, 0.35% active. AID 2517, 2012;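 note: potency is the fitted concentration of half-maximal effect; plate controls were vehicle for no effect and reference inhibitor for full effect; nearly all actives have a fitted effect of over 55% in size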
Target sequence (P27695 whole entry, looked up): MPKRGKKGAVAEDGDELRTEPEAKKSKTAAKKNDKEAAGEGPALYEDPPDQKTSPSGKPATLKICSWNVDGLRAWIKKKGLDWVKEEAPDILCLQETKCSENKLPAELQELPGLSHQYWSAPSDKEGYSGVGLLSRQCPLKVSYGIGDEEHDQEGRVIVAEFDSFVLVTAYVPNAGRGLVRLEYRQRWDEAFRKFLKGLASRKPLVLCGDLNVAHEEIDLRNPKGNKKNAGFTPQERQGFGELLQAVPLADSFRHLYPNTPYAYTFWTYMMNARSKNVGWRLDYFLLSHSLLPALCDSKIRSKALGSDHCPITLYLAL
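Enzyme (0.75 nM final) and test compound are incubated 15 min at room temperature before adding 50 nM quenched THF abasic-site duplex. Cleavage dequenches TAMRA, followed at 525/598 nm over three reads one minute apart.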
GRP78 ERSR act: qHTS for Inducers of the Endoplasmic Reticulum Stress Response (ERSR) in Human Glioma: qHTS | U87-MG GRP78 promoter luciferase reporter, 16 h | Potency, µM, for the others: at the highest dose activation, hits mostly activators | 420,000 tested, 0.02% active | AID 602332, 2012; note: potency is the fitted concentration of half-maximal effect; series mostly up to about 76 µM; % of control where 0% means no effect; nearly all actives have a fitted effect of over 35% in size
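ERSR induction read as luciferase luminescence (Bright-Glo, 10 min at room temperature) in stably transfected human U87-MG glioma cells exposed to compounds for 16 h, using GRP78 as sensor.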
Numbers without * were called inactive; ? = inconclusive; / = no result given; & = joins results of further samples; [ ] = dose if it differs, or a comment. Unless noted, calls come from the whole dose curve; as a rule, active = well fitted curve in the direction sought with a large enough effect; inconclusive = small, poorly fitted or top-dose-only effect, or another doubt; inactive = no such curve, though single readings can be large; an effect the other way counts as inactive or inconclusive.

Start of the data: the first two entries, ahead of the listing:
SMILES | POLK inh | Anesthetic bind | BLM inh | Pol iota inh | POLH inh | LDHA inh | POLB inh | APEX1 inh | GRP78 ERSR act
C/C(=N/NC(=O)c1ccccc1)C(=O)O | 5% | 54%[activator] | -10% | 80%[activator] | -18% | -6 | -17% | 1% | 0%
Cc1cccc(C)c1NC(=O)CN(C)C(=O)c1ccc(N2C(=O)CCC2=O)cc1 | 0% | / | / | 12% | -15% | 0 | / | 45%[activator] | -3%

All compounds of this part (from the top)
SMILES | POLK inh | Anesthetic bind | BLM inh | Pol iota inh | POLH inh | LDHA inh | POLB inh | APEX1 inh | GRP78 ERSR act
C/C(=N/NC(=O)c1ccccc1)C(=O)O | 5% | 54%[activator] | -10% | 80%[activator] | -18% | -6 | -17% | 1% | 0%
Cc1cccc(C)c1NC(=O)CN(C)C(=O)c1ccc(N2C(=O)CCC2=O)cc1 | 0% | / | / | 12% | -15% | 0 | / | 45%[activator] | -3%
CN(C)c1ccc(/C=N/OC(=O)Nc2ccccc2)cc1 | 6% | -5% | -4% | 53%[activator] | -24% | 22 | 1% | -8% | -6%
O=C(Nc1ncccn1)C1CCCN1S(=O)(=O)c1ccc(Cl)c(Cl)c1 (stereo unspecified) | -7%[60.1 µM] | 3% | -6% | 16% | 79µM* | -4 | 17% | 6% | -5%
C/C(=N\NC(=O)c1cccc(Cl)c1)C1C(=O)c2ccccc2C1=O | -11% | ? | -27% | 20% | ? | -15 | 9% | -6% | 0%
CCOC(=O)c1cc(NC(=O)OC)c(C)nc1C | -8% | 1% | 1% | 8% | 3% | -9 | 1% | 29% | -2%
CC(C)(C)OC(=O)N[C@@H](Cc1ccccc1)C(=O)N1CCC(C(=O)O)CC1 | 3% | -6% | -3% | 5% | -10% | -6 | 18% | -1% | -1%
COc1cc2sc(C)nc2c2sccc12 | 0% | -20% | 3% | 18% | -8% | 6 | -28% | -5% | -7%
Cc1ccc(N(C(=O)CS(=O)CC(=O)Nc2ccc(F)cc2)C(C)C(=O)NC(C)(C)C)cc1 (stereo unspecified) | 1% | -6% | 2% | 81%[activator] | 4% | -5 | 26% | -11% | 1%
O=C(Nc1ccc2nc(-c3ccco3)[nH]c2c1)c1cccs1 | -15% | -6% | -3% | -16%[58.9 µM] | 4% | -7 | ? | 4% | 1%
CS(=O)(=O)n1nc(-c2ccc(Cl)cc2)nc1N | 3% | -3% | -5% | 91%[activator] | -26% | -17&-5 | ? | 16% | 3%
COc1ccc(N2C(=O)NC3CC2(C)Oc2ccc(Br)cc23)cc1OC (stereo unspecified) | -14% | -13% | -1% | 4% | -17% | -3 | 13% | 0% | -2%
c1ccc(Oc2nc(NCc3ccco3)nc(NCc3ccco3)n2)cc1 | ? | 0% | -8% | -11% | 10% | -2 | 6% | 1% | -5%
O=C(O)/C=C/c1ccc(Cn2ccnc2)cc1 | 17%&-10% | / | / | -2%&11% | 1%&-14% | -5&-9 | / | 8%[21 µM] | -5%&-2%
O=C(CN1CCN(Cc2ccccc2)CC1)NNC(=O)c1ccc(Cl)cc1 | -9% | / | / | 23% | -3% | -9 | / | 0% | 1%
O=C(Cn1c2ncccc2c(=O)n1-c1ccccc1)NCc1ccccc1Cl | -2% | -9% | 0% | 6% | 3% | -5 | 22% | / | 1%
Cc1cccc(CCN=C(N)NS(=O)(=O)c2ccccc2)c1 | 9% | -6% | 0% | 13% | -3% | 0 | 0% | -5% | -5%
O=C(NNC(=O)c1ccccc1F)c1ccc(-n2cncn2)c([N+](=O)[O-])c1 | -2% | / | / | 3% | -4% | -9 | / | 10% | -3%
CCn1c(CNC(=O)c2ccco2)nnc1SCC(=O)Nc1cc(C(F)(F)F)ccc1Cl | -12% | -3% | -1% | -2% | -5% | -3 | -20% | 0% | -3%
CCC(C)N(CC(=O)Nc1cccc(C)c1C)C(=O)CCl (stereo unspecified) | -6% | -3% | 0% | ? | -7% | 3 | 0% | -4% | -7%
Cc1ccccc1NC(=O)c1cccc(NC(=O)c2c(C(=O)O)cccc2[N+](=O)[O-])c1 | 2% | / | / | 38%[activator] | -8% | -5 | / | / | -1%
O=C(c1cccc(Cl)c1)N1CCCc2ccccc21 | -3% | ? | -3% | 116%[activator] | -5% | -8 | -27% | -1% | -2%
COc1ccccc1CNC(=O)c1ccc(CS(=O)c2ccccc2Cl)o1 (stereo unspecified) | -3% | 3% | 4% | -3% | -23% | 1 | -6% | / | -5%
CCN(CC(=O)Nc1ccccc1C(F)(F)F)C(=O)c1ccc2c(c1)NC(=O)CS2 | 0% | / | / | 87%[activator] | -8% | -2 | / | 28% | -5%
Cc1noc(C)c1NC(=O)Nc1ccc2c(c1)CC(=O)N([C@@H](C)CO)C[C@@H](C)[C@@H](CN(C)C(=O)Nc1cccc3ccccc13)O2 | -8% | / | / | 18% | -13% | -6 | / | 22% | -2%
Carrying on:
SMILES | POLK inh | Anesthetic bind | BLM inh | Pol iota inh | POLH inh | LDHA inh | POLB inh | APEX1 inh | GRP78 ERSR act
CN1C(=O)C(O)(CC(=O)/C=C/c2ccco2)c2ccccc21 (stereo unspecified) | -15% | -10% | 2% | -25% | -7% | 3 | -1% | -1% | -4%
C=CCN1C(=O)C(Cc2ccc(OC)cc2)S/C1=N\N=C\c1cccs1 (stereo unspecified) | -13% | -5% | -3% | -5% | -22% | -4 | 0% | 15% | -2%
Cc1ccccc1S(=O)(=O)Cc1ccc(C(=O)O)o1 | -7% | -1% | 0% | 9% | -18% | -2 | 3% | 0% | -4%
CCOc1ccc(-c2nnc(SCC(=O)Nc3cccc(OC)c3)nc2-c2ccc(OCC)cc2)cc1 | -8%[60.1 µM] | 7% | -6% | -9% | -14% | -3 | -10% | / | -3%
CCOc1ccc2c(c1)C(N(CCN1CCOCC1)C(=O)Nc1ccccc1)CC(C)(C)O2 (stereo unspecified) | -2% | -14% | -5% | 20% | -5% | -4 | 15% | ? | -3%
O=C(c1ccccc1)c1ccccc1 | 6% | -18% | 1% | 22% | -8% | 4 | / | 48%&-18%&5%[activator] | -1%&-5%&-3%
Cc1ccc(NS(=O)(=O)c2ccc3[nH]c4c(c3c2)CCCCCC4)cc1Cl | 9% | -18% | -9% | 34%[activator] | -23% | 1 | 2% | / | -11%
Cc1nc(NCc2ccc3c(c2)OCO3)c2nnn(Cc3ccccc3)c2n1 | -9% | ? | -7% | -8% | -8% | -5 | -28% | 0% | 4%
COc1ccc(-n2c(COc3cccc4ccccc34)nnc2SCC(=O)NCc2ccco2)cc1 | -15% | 49%[activator] | -18% | -9% | -9% | 0 | 0% | -10% | -2%
O=C(N/N=C/c1ccccc1OCc1ccccc1)c1cccnc1 | -1% | -6% | 4% | -13% | -6% | -3 | -23% | 3% | 3%
Cc1nn(-c2ccccc2)c(Cl)c1/C=C(\C#N)C(=O)NC(C)C | -17% | -2% | 3% | -4% | -7% | -4 | 8% | 0% | ?
COC(=O)[C@]1(Cc2ccccc2)N[C@H](CN(C)S(=O)(=O)c2ccc(F)cc2)[C@@H]2C(=O)N(Cc3ccccc3)C(=O)[C@@H]21 | -7% | / | / | -20% | -3% | -2 | / | 20% | 0%
O=C(CSc1nnnn1-c1ccccc1)Nc1ncc2c(n1)CC(c1ccco1)CC2=O (stereo unspecified) | -23% | ? | -29% | 15% | 1% | -3 | 2% | 8% | -4%
CC1=[N+]([O-])C(C)(C)N(O)C1(C)C | -4% | -3% | -3% | -13%[58.9 µM] | -12% | 1 | 30% | -1% | -4%
Cc1cc(C)c(C(=O)N2CCC(N3CCC(C(=O)NC(C)C)CC3)CC2)o1 | -14% | 4% | 0% | 13% | 3% | -4 | 0% | 2% | -3%
Cc1cccc(C)c1NC(=O)c1nc(S(C)(=O)=O)ncc1N(Cc1ccc(C(C)(C)C)cc1)Cc1ccco1 | -6% | ? | -12% | 2% | -20% | 2 | -23% | / | -4%
O=C(O)c1cc2nccc(-c3ccco3)n2n1 | ? | 114%[activator] | -4% | ? | 18µM* | 2 | 0% | -3% | -3%
Cc1ccccc1OCC(=O)NCC(=O)OC(c1ccccc1)c1ccccc1 | 1% | / | / | 26% | / | 0 | / | / | -2%
CCOc1ccc(CNC(=O)c2ccc(Sc3ccc(C)cc3)c(NC(C)=O)c2)cc1 | -21% | -3% | -17% | -2% | -15% | 3 | 86% | ? | -4%
Cc1ncn(C23CC4CC(CC(C4)C2)C3)n1 | 2% | ? | -4% | -9% | -15% | -2 | 3% | 0% | -4%
Cn1c2ccccc2c(=O)c2cc(C#CC3=CCCCC3)ccc21 | ? | / | / | 4µM* | 45µM* | 3 | / | 24% | -5%
O=C(Nc1cccc(Cl)c1)C1C2CCC3C(CCC21)C3(Cl)Cl (stereo unspecified) | -1% | -13% | -8% | 7% | -20% | -4 | 2% | -6% | -4%
Cc1cccc(C)c1NC(=O)Cn1c(=O)n(Cc2ccccc2)c(=O)c2c(C)c(C(=O)N(C)C)sc21 | -8%[60.1 µM] | 3% | -6% | 1% | -6% | -4 | 11% | / | 0%
N#Cc1c(Nc2ccc(Cl)cc2)s[nH]c1=O | -5% | -4% | -11% | ? | -10% | -4 | 32% | 1% | -1%
CCOn1c(=O)c(=O)n(O)c2ccccc21 | -5% | -5% | -2% | 129%[activator] | -5% | -1 | 30% | 17% | -1%
CC(=O)Nc1ccccc1NC(=O)C/C(C)=N/NC(=O)Cc1cccc2ccccc12 | -5% | -13% | 1% | 25% | -4% | -22 | 12% | 26% | 5%
COc1ccc2c(Sc3ccc(C)cc3)c(C(=O)NCCc3ccccc3)[nH]c2c1 | 2% | -7% | -5% | 2% | 0% | 1 | -27% | / | 0%

Only part of the results is shown (hit frequency here may not be typical).
